G9a block: inhibitors of human histone lysine methyltransferase G9a; Q96KQ7; G9a H3K9 monomethylation, AlphaScreen, 2 h; Potency, µM (series often up to 102 µM), for inactives: at the top dose activity, negative = inhibition, hits mostly inhibitors; 350,000 compounds, 8.8% hits; further: on the % scale 0 is the no-effect control and ±100 the full control effect; nearly all actives have a fitted effect of over 75% in size
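G9a (20 nM) preincubated 15 min RT with compounds, then 500 nM biotinylated H3K9 peptide and 20 uM SAM added; 2 h RT reaction. Monomethyl-H3K9 product detected by AlphaScreen with anti-H3K9me1 antibody, streptavidin donor and anti-rabbit IgG acceptor beads.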
BAZ2B block: blocks human BAZ2B; Q9UIF8; AlphaScreen BAZ2B-H3K14Ac peptide displacement; Potency, µM (top dose mostly 114 µM), without a hit: at the top dose activity change, negative = inhibition, usual class: inhibitors; 360,000 compounds, 4.4% hits; further: on the % scale 0 is the no-effect control and ±100 the full control effect; nearly all actives have a fitted effect of over 60% in size
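BAZ2B 50 nM plus b-H3(5-23)K14Ac 50 nM, PBS pH 7.4/0.01% Tween-20, 30 min RT; compound added (max 110 uM), 30 min RT; streptavidin donor/Ni-chelate acceptor beads 10 ug/mL final, 20 min dark; AlphaScreen read.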
POLH inh: blocks human DNA polymerase eta activity; recombinant Pol eta, fluorescent DNA replication assay; Potency, µM (top dose mostly 114 µM), for the others: top-dose activity change, negative = inhibition, usual class: inhibitors; AID 588591; 390,000 compounds, 1.2% hits; further: on the % scale 0 is the no-effect control and ±100 the full control effect
Target sequence (Q9Y253 whole entry, looked up): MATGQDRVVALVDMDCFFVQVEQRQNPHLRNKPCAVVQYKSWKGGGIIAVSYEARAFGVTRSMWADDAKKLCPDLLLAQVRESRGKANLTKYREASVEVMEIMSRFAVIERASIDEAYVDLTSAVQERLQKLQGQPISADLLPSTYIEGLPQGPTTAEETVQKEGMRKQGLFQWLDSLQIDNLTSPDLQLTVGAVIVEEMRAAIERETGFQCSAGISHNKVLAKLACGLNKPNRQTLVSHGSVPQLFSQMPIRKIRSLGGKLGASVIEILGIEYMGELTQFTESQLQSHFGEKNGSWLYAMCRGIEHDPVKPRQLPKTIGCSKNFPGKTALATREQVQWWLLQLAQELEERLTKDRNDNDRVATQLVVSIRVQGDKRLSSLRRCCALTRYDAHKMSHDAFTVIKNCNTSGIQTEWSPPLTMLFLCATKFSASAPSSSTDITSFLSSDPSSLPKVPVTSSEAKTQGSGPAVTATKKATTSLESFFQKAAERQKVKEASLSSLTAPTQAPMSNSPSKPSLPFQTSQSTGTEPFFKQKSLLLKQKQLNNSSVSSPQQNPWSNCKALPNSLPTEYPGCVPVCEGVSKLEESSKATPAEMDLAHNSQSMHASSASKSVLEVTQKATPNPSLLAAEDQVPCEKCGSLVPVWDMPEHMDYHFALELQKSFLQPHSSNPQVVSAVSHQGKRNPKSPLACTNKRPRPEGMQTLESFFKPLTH
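Fluorescent replication assay: 50 nM final substrate added after a 15 min room-temperature compound preincubation with 10 nM enzyme. Signal taken at 0 min and again at 10 min.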
Pol iota inh: inhibitors of human DNA polymerase iota; Q9UNA4; Pol iota fluorescent replication assay, 10 min; Potency, µM (titrated, usually from 115 µM), for inactives: at the highest dose activity, negative = inhibition, hits mostly inhibitors; 390,000 compounds, 1% hits; AID 588590
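Fluorescent replication assay read twice, at 0 min and 10 min after adding 50 nM (final) substrate. Enzyme (10 nM) and compounds were first incubated 15 min at room temperature; enzyme-free buffer wells were negative controls.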
BLM helicase inh: blocks DNA unwinding by human BLM helicase | P54132 | recombinant BLM DNA unwinding, fluorescence dequenching | Potency, µM (highest dose often 56.1 µM), for inactives: at the highest dose activity change, negative = inhibition, actives largely listed as inhibitors | 350,000 compounds, 0.2% hits | AID 2528;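 further: plate controls were vehicle for no effect and no enzyme for full effect; nearly all actives have a fitted effect of over 35% in size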
Pol kappa inh: inhibitors of human DNA polymerase kappa; Q9UBT6; 400,000 compounds, 0.53% hits; purified Pol kappa, fluorescent DNA synthesis assay, 10 min; Potency, µM (highest dose often 107 µM), for inactives: at the highest dose activity, negative = inhibition, most hits filed as inhibitors; AID 588579; further: on the % scale 0 is the no-effect control and ±100 the full control effect
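Readout: fluorescence, taken kinetically at 0 and 10 min. Conditions: 10 nM Pol kappa, 15 min RT compound preincubation, 50 nM substrate final. Controls: enzyme-free buffer wells.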
APEX1 inh: blocks human APE1 abasic DNA cleavage | P27695 | recombinant APE1, TAMRA/BHQ-2 abasic DNA cleavage fluorescence | Potency, µM (highest dose often 65.8 µM), for inactives: at the highest dose activity change, negative = inhibition, usual class: inhibitors | 350,000 compounds, 0.35% hits | AID 2517;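 further: plate controls were vehicle for no effect and reference inhibitor for full effect; nearly all actives have a fitted effect of over 55% in size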
Target sequence (P27695 whole entry, looked up): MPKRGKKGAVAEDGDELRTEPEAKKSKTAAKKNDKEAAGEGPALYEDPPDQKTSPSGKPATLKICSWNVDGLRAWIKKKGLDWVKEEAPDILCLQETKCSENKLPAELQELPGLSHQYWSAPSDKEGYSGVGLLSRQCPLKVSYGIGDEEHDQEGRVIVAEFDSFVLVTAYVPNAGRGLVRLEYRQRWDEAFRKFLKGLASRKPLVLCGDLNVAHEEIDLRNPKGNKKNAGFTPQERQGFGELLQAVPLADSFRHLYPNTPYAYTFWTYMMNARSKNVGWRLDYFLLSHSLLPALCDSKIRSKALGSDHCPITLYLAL
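Substrate: short duplex with […] THF abasic site, 5'-TAMRA and 3'-BHQ-2, 50 nM final. APE1 at 0.75 nM, preincubated 15 min RT with compound. Fluorescence increase from first to third read measured activity.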
JMJD2A Tudor: inhibitors of human JMJD2A Tudor domain | O75164 | AlphaScreen JMJD2A-Tudor / H3K4me3 peptide binding | Potency, µM (highest dose often 114 µM), for inactives: top-dose activity change, negative = inhibition, actives largely listed as inhibitors | 390,000 compounds, 4.4% hits; further: on the % scale 0 is the no-effect control and ±100 the full control effect; nearly all actives have a fitted effect of over 50% in size
POLB inh: inhibitors of human DNA polymerase beta. Pol beta primer extension/strand displacement, fluorescence kinetic. Potency, µM (highest dose often 114 µM), for inactives: top-dose activity change, negative = inhibition, usual class: inhibitors. 340,000 compounds, 1.3% hits. AID 485314; further: on the % scale 0 is the no-effect control and ±100 the full control effect
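Human Pol beta at 10 nM; strand-displacement substrate 50 nM final. Compound exposure 15 min at room temperature before start, reaction 10 min at room temperature.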
* marks the source's active call; other numbers are inactive results; ? = inconclusive; . = not tested or not shown; [ ] = another dose, or the depositor's remark. The call rests on the fitted dose curve; in most records, active means well fitted curve in the direction sought with a large enough effect; inconclusive means small, poorly fitted or top-dose-only effect, or another doubt; inactive means no such curve, though single readings can be large; an effect the other way counts as inactive or inconclusive. Potency means the concentration at half of the fitted maximal effect. These rows are one share of the data. The share of hits here may be higher or lower than overall.

SMILES	G9a block	BAZ2B block	POLH inh	Pol iota inh	BLM helicase inh	Pol kappa inh	APEX1 inh	JMJD2A Tudor	POLB inh
c1ccc(OCc2nn3c(Cn4nnc5ccccc54)nnc3s2)cc1	2.8µM*	-8%	?	?	-12%	-25%	12%	?	?
Cc1oc(-c2ccccc2)cc1C(=O)Nc1cccc(C(=O)O)c1	57%[activator][59 µM]	6%	-16%	4%	-10%	-11%	-1%	-27%	-6%
CC(=O)Nc1ccc(S(=O)(=O)N2CCN(C34CC5CC(CC(C5)C3)C4)CC2)cc1	0%[59 µM]	-24%	-8%	-1%	1%	-3%	0%	-2%	4%
N#Cc1cc2c(nc1SCC(=O)Nc1sc3c(c1C#N)CCC3)CCC2	16%[59 µM]	13%[57.1 µM]	?	?	-5%	-30%	-4%	-5%	?
COC(=O)c1c(-c2cccc3ccccc23)csc1NC(=O)Cc1ccc(OC)c(OC)c1	-23%	-36%	-28%	-11%	-5%	1%	-5%	-19%	1%
O=C(c1cccnc1)C1Cc2ccccc2C1=O (stereo not given)	40µM*	?	-4%	23%	-18%	2%	?	-15%	-12%
CCOC(=O)CN(c1cccc(C(C)=O)c1)S(C)(=O)=O	-4%[2.33 µM]	-1%	-1%	18%	0%	-20%	-3%	1%	-1%
CC(C/C=N/NC(=O)COc1cc(Cl)ccc1Cl)c1ccccc1 (stereo not given)	38%[12.7 µM]	-1%	-4%	5%	-7%	-5%	1%	6%	14%
c1ccc2c(c1)nc(Nc1ccc3c(c1)OCO3)c1nnnn12	-6%[59 µM]	6%	?	17%	-3%	-11%	-4%	-14%	-3%
CCOC(=O)CN1CC23C=CC(O2)C(C(=O)NCCc2ccccc2)C3C1=O (stereo not given)	3%	-5%	-11%	-13%	1%	-16%	-3%	2%	28%
COc1cc(C(=O)NNC(=O)COc2ccc(Cl)cc2)ccc1OCC(=O)N1CCOCC1	3%[59 µM]	3%	-12%	-5%	.	-12%	28%	-8%	.
Cc1ccc(Nc2cc(C)nc(NCc3ccccc3)n2)cc1	2%[59 µM]	-9%	-27%	5%	-12%	-4%	14%	-30%	-1%
O=C(N/C(=C/c1cccnc1)C(=O)N1CCOCC1)c1ccccc1Br	10%	-2%	5%	3%	-1%	-4%[60.1 µM]	4%	-20%	16%
Cc1ccc(NC(=O)CSc2nc3n[nH]c(C)c3c(=N)n2-c2cccc(C)c2)cc1	6%[59 µM]	11%	7%	15%	1%	-9%[60.1 µM]	.	-27%	3%
Cc1ccc(NC(=O)CN2C(=O)NC(C)(c3ccc4c(c3)OCO4)C2=O)cc1 (stereo not given)	.	.	-23%	59%[activator]	.	-12%	-11%	-10%	.
O=C(c1ccco1)N1CCN(C(=O)C2CCN(S(=O)(=O)Cc3ccccc3)CC2)CC1	5%[59 µM]	.	-13%	20%	-2%	4%	?	-15%	-19%
O=C(Oc1ccc2c(c1)O/C(=C\c1ccncc1)C2=O)c1ccccc1	0%[59 µM]	?	?	?	1%	-15%	20%	?	11%
Cn1c(CNC(=O)c2ccc(Cl)cc2)nnc1SCC(=O)NC1CCCC1	-6%	-1%	-13%	17%	-8%	-13%	32%	-17%	15%
Cc1cccc(C)c1NC(=O)C1CCCN1S(=O)(=O)c1cccc2nsnc12 (stereo not given)	-21%[59 µM]	-23%	-17%	32%[activator]	0%	-7%	.	-1%	-3%
CC(C)(C)C(CO)NC(=O)c1ccc[nH]1 (stereo not given)	4%[2.33 µM]	0%	-14%	?	.	-38%	-10%	-15%	.
Cc1cccc2nc(-c3ccccc3)nc(N3CCC(O)(c4ccc(Cl)cc4)CC3)c12	-7%[59 µM]	2%	-16%	-26%	-12%	2%	-1%	-16%	?
CCOC(=O)/C(C#N)=C/c1cc2ccccc2nc1N1CCOCC1	10%[59 µM]	-31%	-21%	151%[activator]	-4%	-6%	1%	-1%	30%
CCSc1nnc(N)s1	25%[59 µM]	18%	-6%	6%	1%	-11%	-3%	-12%	-8%
Cc1c(Cl)cccc1NC(=O)CN1CCN(CCO)CC1	-3%[59 µM]	-2%	-8%	-5%	-3%	-16%	5%	-2%	2%
O=C(NCC(Cl)c1ccc2ccccc2c1)c1c(F)cccc1F (stereo not given)	?	?	-7%	?	-4%	-8%[60.1 µM]	-13%	-16%	-3%
Cc1ccc(C)c(OCC(=O)N/N=C/c2c(C)nn(-c3ccccc3)c2Cl)c1C	46%[59 µM]	12%	0%	-17%	0%	-4%	1%	-14%	-2%
O=C(Cn1c(=O)n(CCC(=O)N2CCCCC2)c(=O)c2sccc21)NCc1ccccc1	6%	-12%[57.1 µM]	-21%	1%	0%	12%	40%	-7%	?
O=C(CCc1ccc(S(=O)(=O)N2CCOCC2)cc1)N/N=C/c1cccc(O)c1	20%[59 µM]	0%	-5%	35%[activator]	5%	-3%	1%	-10%	23%
CCOc1ccc2nc(SCC(=O)Nc3nonc3C)[nH]c2c1	9%	-14%	-2%	165%[activator]	-3%	-14%	7%	-5%	-3%
O=c1c2ccccc2ncn1-c1ccccc1[N+](=O)[O-]	23%	-18%	-6%	-5%	1%	2%	-11%	-10%	-3%
C=CCn1cc(/C=N\NC(=O)c2cc3c(ccc4ccccc43)o2)c2ccccc21	49%	5%	-17%	-3%	-5%	-6%	-9%	-6%	20%
CCn1c(C)nnc1SCC(=O)Nc1ccc(C(C)=O)cc1	-6%	-6%	-13%	23%	-1%	3%	2%	-1%	11%
COc1ccc2[nH]c(C(=O)O)c(CCNC(=O)/C=C/c3ccc(O)c(OC)c3)c2c1	-15%	-4%	3%	?	-7%	-7%	16%	-16%	16%
N#CCOC(=O)c1c2c(nc3ccccc13)CCC2	-33%	-21%	-4%	67%[activator]	-1%	-5%	-3%	-23%	-10%
Cc1cccc(C(=O)Nc2ccc3c(c2)C(=O)NC3=O)c1	-2%	2%	-22%	5%	-4%	-9%	-40%	-27%	2%
NC1=NC[C@@H](Cc2ccc(O)cc2)N1CCc1cccc2ccccc12	24%[12.7 µM]	-3%	-10%	-14%	?	20%	0%	-19%	-15%
CCC1=Nc2cc(C(=O)O)ccc2Sc2ccc(Cl)cc21	?	-13%	1%	10%	2%	-1%	4%	?	-15%
CCOC(=O)c1cc2c(ccn2C)n1CC(=O)N1CCN(c2ccccc2)CC1	?	-5%	-11%	-9%	-20%	-8%	2%	-20%	12%
COc1ccc(-c2nc(C)c(CCNC(=O)c3c(F)cccc3F)s2)cc1	1%[59 µM]	2%	-7%	9%	0%	-9%[60.1 µM]	.	-14%	3%
CCCCN1C(=O)CC(Sc2ncccc2C(=O)O)C1=O (stereo not given)	-7%	-21%	-3%	-4%	-3%	-5%	4%	1%	-3%
CC(C)OC(=O)c1c(F)c(F)c(N2CCOCC2)c(F)c1F	25%[59 µM]	30%	-9%	2%	-3%	-6%	4%	22%	1%
CN(C)NC(=S)NC1(C)CCS(=O)(=O)C1 (stereo not given)	-132%[59 µM]	?	-9%	36%[activator]	-2%	-2%	7%	-13%	?
CO[C@H]1C([C@@]2(C)O[C@@H]2CC=C(C)C)[C@]2(CC[C@H]1OC(=O)/C=C/C=C/C=C/C=C/C(=O)O)CO2 (stereo not given in full)	22µM*	.	.	.	-3%	?	-12%	.	.
C=CCOc1ccc(CNc2ccc(NC(=O)CCC)cc2)cc1OCC	-19%[59 µM]	?	-16%	?	-4%	-7%	-1%	?	3%
COc1cccc(C(=O)NCCS(=O)(=O)N2CCN(C(=O)c3ccco3)CC2)c1	14µM*	12%	-1%	30%[activator]	.	-14%	1%	-3%	.
COc1ccccc1-n1cnc2cc(C(=O)NCC3CCCO3)ccc21 (stereo not given)	-4%[12.7 µM]	4%	-8%	27%	1%	1%	16%	10%	44%
O=C(NCc1ccccc1)C1CCCN(S(=O)(=O)c2ccc(Br)cc2)C1 (stereo not given)	17%	-19%	-14%	15%	-2%	0%	52%[activator]	-14%	10%
C=CCN(CC(=O)NCc1ccccc1)C(=O)c1csnn1	-9%	2%	-7%	-7%	2%	-9%	-2%	-14%	3%

Reprinted at random: two entries already listed
SMILES	G9a block	BAZ2B block	POLH inh	Pol iota inh	BLM helicase inh	Pol kappa inh	APEX1 inh	JMJD2A Tudor	POLB inh
C=CCOc1ccc(CNc2ccc(NC(=O)CCC)cc2)cc1OCC	-19%[59 µM]	?	-16%	?	-4%	-7%	-1%	?	3%
c1ccc2c(c1)nc(Nc1ccc3c(c1)OCO3)c1nnnn12	-6%[59 µM]	6%	?	17%	-3%	-11%	-4%	-14%	-3%

Continuation:
SMILES	G9a block	BAZ2B block	POLH inh	Pol iota inh	BLM helicase inh	Pol kappa inh	APEX1 inh	JMJD2A Tudor	POLB inh
Cc1cccc(N(C(=O)Cn2nnc(-c3ccccc3F)n2)C(C(=O)NC(C)(C)C)c2ccncc2)c1 (stereo not given)	.	2%	-18%	73%[activator]	-2%	3%	16%	-4%	1%
Cc1ccc(NC(=O)C(=O)NCC(c2cccnc2)N2CCOCC2)cc1C (stereo not given)	?	-25%	-3%	8%	-10%	-3%	.	-17%	-8%
Cc1ccc2[nH]c(C)c(CCN(Cc3cccnc3)C(=S)NC(C)(C)C)c2c1	-15%	-38%	-25%	143%[activator]	2%	5%	-18%	-28%	18%
COCCNCC(O)CON=C1c2ccccc2-c2ccccc21 (stereo not given)	-25%	-17%	1%	111%[activator]	118%[activator]	-7%	-11%	-15%	?
CN(Cc1cnn(Cc2ccccc2)c1)C(=O)c1cccc(S(=O)(=O)N2CCOCC2)c1	22%[59 µM]	14%	-24%	19%	.	-2%	1%	-13%	.
NC1=NC(=O)/C(=C/c2cn(CCC(=O)O)nc2-c2ccc(Cl)cc2)S1	-23%	-6%	14µM*	-17%	-1%	-16%	-2%	-25%	30%
